WRN inhibitor: WRN helicase (human) inhibition | Q14191 | WRN helicase unwinding, fluorescent forked duplex, kinetic | Potency, µM (top dose mostly 114 µM), for inactives: at the top dose activity change, negative = inhibition, most hits filed as inhibitors | hit rate 0.46% among 360,000; further: potency means the concentration at half of the fitted maximal effect; on the % scale 0 is the no-effect control and ±100 the full control effect; nearly all actives have a fitted effect of over 55% in size
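Screening of the MLSMR collection measured strand separation of a quenched forked DNA duplex (100 nM) by 20 nM WRN with 2 mM ATP, all final. Compounds were preincubated with enzyme 15 min at room temperature.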
IL-2 act: activators of IL-2; activation, % (series mostly up to about 46 µM); hit rate 0.065% among 360,000; IL-2 activation reporter assay, cell-based qHTS; stimulated with anti-CD3/CD4/CD28 beads; in transgenic mouse T cells; in the data active means activation above about 50%; inconclusive means mostly about 30% to 49%; further: 0% is about no effect
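Readout is EGFP and DsRed signal by fluorescent plate cytometry after 18 h at 37 degrees C. Transgenic mouse T cells (750/well) received compound for 60 min before bead stimulation (anti-CD3, anti-CD4, anti-CD28); memory T cells served as non-tolerant control.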
PI5P4Ka inh: inhibitors of human PI5P4K alpha; P48426; PI5P4Kalpha enzyme, ADP-Glo luminescence, 60 min; active compounds read low; max response, %; hit rate 1.2% among 330,000; AID 652105; active means max response of -50% or lower; inconclusive means between -30% and -50%; inactive means -30% or higher; further: value at the top dose of about 77 µM; on the % scale 0 is the no-effect control and ±100 the full control effect
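Luminescence from ADP-Glo served as readout of PI5P4Kalpha activity in a qHTS format. Reaction: enzyme, substrate, compound, ATP at 5 microM final, 60 min at RT.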
EPAC2 ag: EPAC2 (human) agonism | AID 720711 | EPAC2 activation, biochemical qHTS; response scale: 100% = 6.5 mM cAMP response | hit rate 0.079% among 360,000 | Potency, µM (doses to about 154 µM), inactives show top-dose activation, hits mostly activators; further: potency means the concentration at half of the fitted maximal effect; nearly all actives have a fitted effect of over 50% in size
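EPAC2 (100 nM) mixed with Rap1B loaded with BODIPY-GDP (250 nM) plus 50 uM unlabeled GDP; compounds pinned in, 5 min RT, then read every 5 min for 30 min (ex 480, em 540 nm). Normalized to cAMP control.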
EPAC1 ag: activates human EPAC1 exchange factor; O95398; EPAC1 agonist qHTS, biochemical assay; response scale: 100% = response to 6.5 mM cAMP; Potency, µM (top dose mostly 154 µM), without a hit: top-dose activation, most hits filed as activators; hit rate 0.073% among 360,000; AID 720707; further: potency means the concentration at half of the fitted maximal effect; nearly all actives have a fitted effect of over 60% in size
Target sequence (O95398 whole entry, looked up): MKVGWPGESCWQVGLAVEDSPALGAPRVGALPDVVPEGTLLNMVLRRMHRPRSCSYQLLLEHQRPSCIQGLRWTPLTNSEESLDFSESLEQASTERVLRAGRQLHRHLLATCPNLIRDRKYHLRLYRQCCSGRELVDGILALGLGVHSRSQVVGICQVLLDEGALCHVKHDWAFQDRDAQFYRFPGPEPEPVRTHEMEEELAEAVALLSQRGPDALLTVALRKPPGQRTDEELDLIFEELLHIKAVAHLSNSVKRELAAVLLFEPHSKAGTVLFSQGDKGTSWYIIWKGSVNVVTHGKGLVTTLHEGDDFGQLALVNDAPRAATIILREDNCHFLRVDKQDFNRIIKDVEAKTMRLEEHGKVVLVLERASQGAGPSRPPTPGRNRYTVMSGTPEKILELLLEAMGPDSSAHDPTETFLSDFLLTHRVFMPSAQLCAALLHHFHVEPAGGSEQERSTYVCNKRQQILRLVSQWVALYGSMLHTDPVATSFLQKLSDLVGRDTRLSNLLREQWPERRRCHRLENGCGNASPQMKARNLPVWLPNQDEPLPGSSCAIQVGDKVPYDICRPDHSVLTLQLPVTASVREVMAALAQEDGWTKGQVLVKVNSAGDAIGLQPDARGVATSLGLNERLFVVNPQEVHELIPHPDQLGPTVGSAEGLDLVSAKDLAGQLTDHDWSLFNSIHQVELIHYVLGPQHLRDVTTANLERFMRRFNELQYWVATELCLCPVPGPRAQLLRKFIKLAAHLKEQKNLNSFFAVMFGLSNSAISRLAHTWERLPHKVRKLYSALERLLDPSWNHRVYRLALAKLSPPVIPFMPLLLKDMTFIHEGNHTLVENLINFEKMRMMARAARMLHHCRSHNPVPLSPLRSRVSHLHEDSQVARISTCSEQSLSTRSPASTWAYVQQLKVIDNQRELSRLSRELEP
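Nucleotide exchange assay: 100 nM EPAC1 with 250 nM Rap1B loaded with BODIPY-GDP and 50 uM GDP, room temperature. Fluorescence (480/540 nm) read every 5 min for 30 min; signal change normalized to 6.5 mM cAMP as full agonist.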
EPAC1 antag: EPAC1 (human) antagonism; O95398; EPAC1 GEF assay, Rap1b-BODIPY-GDP exchange fluorescence; Potency, µM (doses to about 115 µM), inactives show top-dose activity change, negative = inhibition, hits mostly inhibitors; hit rate 0.14% among 360,000; AID 720709;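 further: potency means the concentration at half of the fitted maximal effect; plate controls were vehicle for no effect and positive control for full effect; nearly all actives have a fitted effect of over 50% in size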
CCT chaperon mod: changes cytosolic chaperonin activity. purified chaperonin ATPase assay, HTRF ADP detection, 30 min. AID 651819. activity change, % (test concentration not listed), hits read low. hit rate 0.3% among 360,000; in the data active means activity change below about -30%; further: on the % scale 0 is the no-effect control and ±100 the full control effect
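We incubate TRiC, 40 or 20 nM final, with library compounds at 76 uM and 10 uM ATP for 30 min at 37 °C. ADP formed is detected with Transcreener HTRF reagents after 30 min at room temperature.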
PLK1 PBD block: PLK1 (human) polo-box domain binding inhibition. Plk1 PBD binding of FITC phosphopeptide, fluorescence polarization. Potency, µM, for the others: max response, negative = inhibition, most hits filed as inhibitors. hit rate 2.8% among 360,000; further: potency means the concentration at half of the fitted maximal effect; series mostly up to about 57 µM; on the % scale 0 is the no-effect control and ±100 the full control effect; nearly all actives have a fitted effect of over 65% in size
The depositor's hits bear a star; ? = inconclusive; · = no result given; [ ] = dose if it differs, or a comment. Unless noted, the call rests on the fitted dose curve; in most records, active means well fitted curve in the direction sought with a large enough effect; inconclusive means small, poorly fitted or top-dose-only effect, or another doubt; inactive means no such curve, though single readings can be large; an effect the other way counts as inactive or inconclusive. The list is partial; count on the stated rates, not on these rows.

structure,EPAC2 ag,PLK1 PBD block,IL-2 act,EPAC1 antag,WRN inhibitor,EPAC1 ag,CCT chaperon mod,PI5P4Ka inh
CN1CCN(S(=O)(=O)c2ccc(NC(=O)c3ccc(F)cc3Cl)cc2)CC1,12%,0%,-1.1,-6%,-2%,-1%,1.1,3
CCOc1ccc(NC(=O)CSc2nnc(N)s2)c([N+](=O)[O-])c1,-8%,-14%,2.2,-6%,6%,-4%,-1.0,-8
COC(=O)c1cc(C)nc2c1C(=O)C(=O)C=C2N1CCOCC1,?,-21%,-4.1,3.5µM*,?,-9%,-0.7,-15
CCN(CC)c1ncnc2c1ncn2[C@H]1CN(Cc2ccccc2)C[C@@H](COC(C)=O)O1,1%,-1%,-0.5,?,-5%,-7%,0.3,4
O=C(Cc1ccccc1)NCC(=O)OCC(=O)c1ccc(F)cc1,8%,-10%,-1.2,19%,4%,7%,1.0,3
O=C1CCCc2ccccc2N1Cc1ccccc1Cl,-13%,-16%,-0.2,8%,3%,1%,-2.0,4
COc1cc2c(c(OC)c1OC)C(=O)C(=Cc1ccccc1)O2,10%,-5%,-1.0,-6%,-18%,15%,0.0,0
O=C(CSc1ccsc1[N+](=O)[O-])Nc1cccc(F)c1,2%,?,6.8,?,?,-6%,-1.7,-77*
O=C(NCc1ccco1)C1CCCN(c2ncnc3c2nc2n3CCCCC2)C1 (centres undefined),-2%,-3%,-2.0,-4%,-4%,-2%,-2.2,2
CN1/C(=C\C=C(C#N)C#N)C(C)(C)c2ccccc21,63µM*,-50%,143*,-10%,-9%,-19%,-3.9,0
C/C(=C\C(=O)Nc1cc(C)on1)c1ccccc1,7%,-5%,1.4,2%,-5%,-2%,0.8,·
COc1ccc(CCNCC(C)c2ccccc2)cc1 (centres undefined),5%,1%,2.7,5%,-5%,-6%,-4.1,-10
O=C(O)C1CCN(C(=O)OCc2ccccc2)CC1,8%,-5%,-0.9,-15%,0%,3%,-0.2,2
CC#CCOC(=O)c1c(C)nc2sc3c(c2c1N)CCC(O)C3 (centres undefined),4%,-4%,-0.6,-2%,-5%,-1%,0.3,5
CCCCn1c(SCC(=O)Nc2cccc(C)n2)nnc1-c1ccco1,-7%,-2%,-0.5,-14%,1%,15%,-5.7,5
Cc1oc(-c2ccc(Cl)cc2)cc1C(=O)NC1CCN(Cc2ccccc2)CC1,-1%,-3%,-3.1,-13%,-9%,7%,-0.8,5
Cc1cc(C)c(S(=O)(=O)N2CCCC(C(=O)NC3CC3)C2)c(C)c1 (centres undefined),-3%,1%,1.0,1%,6%,-8%,0.5,-4
CCC1(c2ccccc2)NC(=O)N(CC(=O)N2CCc3ccccc32)C1=O (centres undefined),-1%,4%,-5.8,14%,6%,9%,-3.3,2
COc1ccc(-c2nnc(SCC(=O)NNC(=O)Cc3ccccc3)n2C)cc1OC,3%,27µM*,-0.2,8%,-15%,-3%,-0.2,-12
COc1ccc(/C=N/NC(=O)c2ccc(O)cc2)cc1CN1CCCc2ccccc21,18%,-6%,5.5,-17%,?,23%,-14,-20
Cc1cc(=O)oc2cc(NC(=O)c3cccc(F)c3)ccc12,4%,-11%,2.9,-6%,-9%,0%,0.3,3
CNC(=O)COC(=O)c1ccc(OCC(=O)Nc2ccccc2OC)c(OC)c1,9%,-27%,2.0,-2%,0%,2%,1.0,-9
CC(=O)NCc1cccc(CNC(C)=O)n1,-5%,-3%,-0.5,-18%,2%,0%,0.9,·
COc1cccc(CN(C)C(=O)c2ccc(OCC(=O)Nc3cccc(C(F)(F)F)c3)c(OC)c2)c1,-2%,-5%,-7.0,-21%,-11%,-2%,-0.2,5
c1ccc(-c2nnc(CN3CCCCC3)o2)cc1,1%,2%,-0.3,-10%,6%,-4%,-1.8,-5
Cc1ccc(C)c(NC(=O)CN(C)C(=O)CCN2C(=O)c3ccccc3C2=O)c1,7%,-13%,-1.3,9%,14%,-4%,0.9,-5
CCSc1nsc(NC(=O)Nc2cccc(C(C)=O)c2)n1,-4%,-5%,-3.3,-13%,3%,-2%,1.1,-1
CC(=O)Cc1nsc(NC(=O)c2ccc(-c3cc(Cl)ccc3Cl)o2)n1,-7%,-21%,-2.9,2%,-20%,-4%,0.3,1
CC(C)(C)C(=O)Cn1c(=O)n(CC2CCCO2)c(=O)c2ccccc21 (centres undefined),3%,-8%,0.5,27%,-32%[57.1 µM],4%,-0.5,-6
Cc1ccc(C(=O)N/C(=C/c2ccc(Cl)cc2)C(=O)NCC2CCCO2)cc1 (centres undefined),-7%,4%,-0.1,4%,3%,-3%,-1.4,1
O=C(Nc1ccccc1[N+](=O)[O-])C1COc2ccccc2O1 (centres undefined),15%,-1%,-0.5,-20%,-17%,11%,0.2,-4
O=C(NCc1nnc2c3ccccc3c(-c3ccccc3)nn12)c1ccccc1Cl,6%,-12%,-0.3,17%,-1%,8%,1.2,1
O=S(=O)(c1ccccc1C(F)(F)F)N1C=CC(C(F)(F)F)=NCC1,0%,-6%,2.4,3%,-7%,4%,2.9,1
O=C(N1CCCC1)n1c(Cc2ccccc2)nc2ccccc21,-1%,0%,-0.6,-4%,-1%,7%,-3.2,-2
Cn1nnc(NC(=S)NC(=O)/C=C/c2ccco2)n1,2%,?,-0.9,-16%,?,11%,1.7,-71*
CCN(CC)CCN1C(=O)C(=O)/C(=C(/O)c2ccc(OC(C)C)cc2)C1c1cccs1 (centres undefined),5%,1%,1.6,13%,4%,7%,-1.9,7

Molecules from the list above that contain a nitro group on carbon (3):
structure,EPAC2 ag,PLK1 PBD block,IL-2 act,EPAC1 antag,WRN inhibitor,EPAC1 ag,CCT chaperon mod,PI5P4Ka inh
CCOc1ccc(NC(=O)CSc2nnc(N)s2)c([N+](=O)[O-])c1,-8%,-14%,2.2,-6%,6%,-4%,-1.0,-8
O=C(CSc1ccsc1[N+](=O)[O-])Nc1cccc(F)c1,2%,?,6.8,?,?,-6%,-1.7,-77*
O=C(Nc1ccccc1[N+](=O)[O-])C1COc2ccccc2O1 (centres undefined),15%,-1%,-0.5,-20%,-17%,11%,0.2,-4

Following part.
structure,EPAC2 ag,PLK1 PBD block,IL-2 act,EPAC1 antag,WRN inhibitor,EPAC1 ag,CCT chaperon mod,PI5P4Ka inh
CCOC(=O)c1cnc2c(Cl)cccc2c1NCCCN1CCOCC1,3%,-8%,-0.3,-1%,-2%,8%,0.0,-1
O=C1c2ccccc2OCOc2ccccc21,-3%,-10%,-2.5,4%,-6%,9%,-5.3,·
CCCCNC(=S)N(C)/N=C/c1ccccc1F,3%,-11%,-1.9,-17%,-20%[57.1 µM],15%,-0.3,19
COc1ccc(NC(=O)CN(C)C(=O)CCNC(=O)c2ccccc2OC)cc1,1%,-7%,0.2,-28%,-24%,-6%,5.1,2
CCc1cccc(NC(=O)C2CCN(S(=O)(=O)c3cccs3)CC2)c1,19%,1%,2.8,-2%,-1%,5%,3.7,·
COc1cc2nc(CN3CCN(S(=O)(=O)c4c(F)cccc4F)CC3)[nH]c(=O)c2cc1OC,12%,-11%,0.3,-3%,2%,7%,-2.4,0
Cc1noc(C)c1NC(=O)Nc1ccc2c(c1)C(=O)N([C@H](C)CO)C[C@H](C)[C@@H](CN(C)S(C)(=O)=O)O2,5%,-16%,-0.4,-6%,1%,-5%,-4.0,4
CCC(=O)c1cc2c(C)cc(=O)oc2c(C)c1O,5%,-4%,-1.7,1%,-11%,6%,0.7,·
Cc1cc(C)cc(NC(=O)C(Sc2ncnc3ccccc23)c2ccccc2)c1 (centres undefined),8%,-6%,0.4,-1%,-36%,8%,-5.5,0
O=c1c2nncn2c2cccnc2n1CCNc1ncc(C(F)(F)F)cc1Cl,2%,-3%,3.6,-15%,-5%,12%,-1.8,-1
Cc1cc(=O)n2nc(N3CCCC3C(=O)Nc3cccc(F)c3)sc2n1 (centres undefined),-5%,1%,0.6,0%,0%,-10%,-0.6,0
O=S(=O)(c1ccccc1)N1CCc2ccccc2C1,-7%,-8%,-2.5,-19%,-2%,4%,0.1,2
CCOC(=O)C1CCN(S(=O)(=O)c2cccc(-c3cn4cccnc4n3)c2)CC1,-6%,?,1.1,-7%,0%,-9%,0.7,-3
OCc1ccccc1CNCc1ccccc1,14%,-6%,-2.0,-7%,-1%[57.1 µM],2%,-1.4,·
Cn1cccc1Cc1nnc(SCC(=O)Nc2ccccc2)n1-c1ccc(F)cc1,2%,?,-1.0,-25%,-7%,-5%,0.7,-18
CCN1CCCC1CNC(=O)c1cc2c(C)nc3ccccc3c2o1 (centres undefined),9%,1%,-0.3,?,7%,4%,0.1,13
Cc1cc(S(=O)(=O)Nc2ccc(N(C)C)cc2)c(C)s1,3%,0%,-2.0,-2%,2%,5%,2.0,·
COc1ccc(/C=C2\SC(=O)N(CCNC(=O)C3CC(=O)N(c4ccccc4)C3)C2=O)cc1 (centres undefined),5%,-5%,1.6,6%,-4%,10%,-3.4,·
O=c1c(-c2cccc3ccccc23)[n+]([O-])c2ccccc2n1O,-7%,-16%,-1.4,8%,6%,-10%,-2.5,-12
Cc1ccc(CN2CCN(/N=C\c3cccc([N+](=O)[O-])c3)CC2)cc1,7%,-1%,0.5,-10%,-14%,16%,1.8,29
CN(Cc1ccccc1)S(=O)(=O)c1cccc2nsnc12,12%,-5%,-3.0,8%,1%,12%,0.6,3
FC(F)(F)c1nnc2ccc(N3CCCCCC3)nn12,-6%,-14%,-2.8,4%,10%,-13%,-1.0,0
O=C(c1ccccc1[N+](=O)[O-])N(CCc1ccccc1)Cc1ccccc1,4%,1%,-3.2,-1%,8%,-5%,1.2,10
CN1CCN(C(=O)CSc2nc(-c3ccncc3)ccc2C#N)CC1,7%,-1%,0.6,0%,0%,-6%,-1.6,0
Cc1cccc(C(=O)O/N=C/c2ccc(Br)cc2)c1,17%,-10%,1.0,?,7%,-7%,-0.7,15
CCOCCCNC(=O)c1ccc(N2CC3CC(C2)c2cccc(=O)n2C3)c(NC(=O)Nc2cccc(OC)c2)c1 (centres undefined),5%,-8%,-0.5,-12%,-1%,-8%,-5.5,3

An excerpt from above in order of molar mass, high to low:
structure,EPAC2 ag,PLK1 PBD block,IL-2 act,EPAC1 antag,WRN inhibitor,EPAC1 ag,CCT chaperon mod,PI5P4Ka inh
Cc1ccc(CN2CCN(/N=C\c3cccc([N+](=O)[O-])c3)CC2)cc1,7%,-1%,0.5,-10%,-14%,16%,1.8,29
CCN1CCCC1CNC(=O)c1cc2c(C)nc3ccccc3c2o1 (centres undefined),9%,1%,-0.3,?,7%,4%,0.1,13
OCc1ccccc1CNCc1ccccc1,14%,-6%,-2.0,-7%,-1%[57.1 µM],2%,-1.4,·
